# Screening data as filed in PubChem.
# Pf growth 48h = P. falciparum growth inhibition at 48 hours (one generation). Potency, µM (titrated, usually from 28.7 µM), without a hit: at the top dose activity change, negative = inhibition, usual class: inhibitors. 310,000 compounds, 5.9% hits. P. falciparum luciferase growth in erythrocytes, 48 h; also: potency is read from the fitted curve at half-maximal effect; % is scaled to controls: 0 for no effect and ±100 for the full control effect
#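 Parasite viability was followed by luminescence of a genomically integrated firefly luciferase. Cultures held 0.1% parasitemia at 2% hematocrit (final), incubated under 5% CO2 at 37 C.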
# Cycloheximide cs = affects cycloheximide protein synthesis inhibition readout, counter-screen; cell reporter, cycloheximide protein synthesis inhibition counterscreen; max response, %; 300,000 compounds, 12% hits; AID 2314; in the data active = max response mostly above about 13%, no sharp cut-off; inactive = mostly below about 14%; also: read at 38.3 µM for the half of the compounds with a filed dose; 0% is about no effect
# Shiga inhibitor = Shiga toxin inhibition | Vero cells, Shiga toxin protein synthesis inhibition reporter | inhibition, % at 38.7 µM | 290,000 compounds, 9.2% hits; in the data active = inhibition mostly above about 28%, no sharp cut-off; inactive = mostly below about 43%; also: 0% is about no effect
# FBPA Giardia inh = blocks Giardia fructose-bisphosphate aldolase activity; A8B2U2; purified Giardia FBPA; Potency, µM (top dose mostly 59.6 µM), without a hit: at the top dose activity, negative = inhibition, hits mostly inhibitors; 290,000 compounds, 0.71% hits; AID 2451; also: potency is read from the fitted curve at half-maximal effect; % is scaled to controls: 0 for no effect and ±100 for the full control effect; nearly all actives have a fitted effect of over 55% in size
# Target sequence (A8B2U2 whole entry, looked up): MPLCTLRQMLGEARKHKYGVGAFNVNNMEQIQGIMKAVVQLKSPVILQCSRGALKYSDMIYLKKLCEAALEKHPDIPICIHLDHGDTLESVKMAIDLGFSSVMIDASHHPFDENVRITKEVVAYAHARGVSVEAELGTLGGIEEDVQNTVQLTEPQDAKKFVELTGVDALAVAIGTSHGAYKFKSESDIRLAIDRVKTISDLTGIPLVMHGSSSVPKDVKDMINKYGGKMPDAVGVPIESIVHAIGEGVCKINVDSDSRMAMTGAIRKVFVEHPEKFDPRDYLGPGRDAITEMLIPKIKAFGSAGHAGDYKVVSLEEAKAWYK
#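 Giardia FBPA (40 nM reagent) was preincubated 10 min at RT with compound (up to 57.5 uM final), then substrate plus GAPDH/TPI/NAD/arsenate coupling system with diaphorase/resazurin was added; resorufin fluorescence (525/598 nm) was read after 20 min.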
# Pf growth 96h = inhibits malaria parasite growth, 96 h; Potency, µM (highest dose often 28.7 µM), for inactives: at the highest dose activity change, negative = inhibition, most hits filed as inhibitors; P. falciparum luciferase reporter growth, 96 h; 320,000 compounds, 6.9% hits; also: potency is read from the fitted curve at half-maximal effect; % is scaled to controls: 0 for no effect and ±100 for the full control effect
#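 Luminescence readout: decreased luciferase signal marks inhibited growth of reporter-expressing P. falciparum in infected red cells (2% hematocrit, 0.05% parasitemia final), exposed to compound two generations (96 h, 37 C, 5% CO2).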
# HCV inh = HCV inhibition; Huh7.5.1 HCVcc-Cre infection, luciferase reporter, 44 h; Potency, µM (top dose mostly 41.8 µM), for the others: at the highest dose activity change, negative = inhibition, hits mostly inhibitors; 340,000 compounds, 3.4% hits; AID 651820; also: potency is read from the fitted curve at half-maximal effect; % is scaled to controls: 0 for no effect and ±100 for the full control effect
#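 Luciferase read-out (15 sec integration) after a 15 min room-temperature substrate step quantifies HCVcc-Cre infection. Cells, 1,000 per well, had compound added 4 h post-plating, then virus at ~0.5 moi, and were cultured 44 h.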
# The depositor's hits bear a star; i = inactive; u = inconclusive; x = no result given; [ ] = dose if it differs, or a comment. Unless noted, calls follow the shape of the dose curve; as a rule, active = well fitted curve in the direction sought with a large enough effect; inconclusive = small, poorly fitted or top-dose-only effect, or another doubt; inactive = no such curve, though single readings can be large; an effect the other way counts as inactive or inconclusive.
SMILES,Pf growth 48h,Cycloheximide cs,Shiga inhibitor,FBPA Giardia inh,Pf growth 96h,HCV inh
COC(=O)C1=C(C)N(Cc2ccccc2)C(=NCc2ccc(OC)cc2)N[C@H]1c1cccc(F)c1,u,-2.6,-7.6,1.7%,u,-26.9%
COc1ccc(S(=O)(=O)N2CCN(C(=O)c3oc4ccccc4c3C)CC2)cc1,-12.6%,-3.4,19.6,x,u,-2.9%
O=C(CN1CCC(n2nnc3ccccc32)CC1)Nc1ccc2c(c1)CCC2,u,-1.4,-0.8,-1.8%,u,u
O=C(N/N=C/c1ccc(O)cc1)c1nc(-c2ccccc2)n(-c2ccccc2)n1,24.6%,-5.1,-4.4,-1.6%,20.9%,-3.4%
CCc1cc(=O)oc2cc(C)cc(OCC(=O)NCc3cccnc3)c12,-1.3%,-4.9,-7.6,x,u,-2.6%
CCCNC(=O)c1ccc(Cn2cc(C(F)(F)F)ccc2=O)cc1,-24.6%,-3.0,-9.6,2.8%,-42.2%[5.75 µM],-15.8%
O=c1c([N+](=O)[O-])cccn1Cc1ccc(F)cc1Cl,0.37µM*,-5.4,-26.9,-6.9%,1.0%,u
Cc1ccc(-c2nnn(CCOc3cccc(Br)c3)n2)cc1,13.3%,-3.1,-11.6,-1.7%,u,26.8%
C=CCNC(=S)NCc1ccccc1,20.3%,0.7,1.5,-9.6%,-3.2%,1.1%
C=C(C)C(=O)Nc1cccc(C2=NOC3(C2)C[C@@H](C(N)=O)N(C(=O)c2ccc(OC)cc2)C3)c1 (some centres not stated),36.1%[activator],-3.7,3.2,0.3%,-26.9%,1.2%
CC(C)Oc1ccc(NC(=O)C2CCCNC2=O)cc1 (configuration not stated),x,7.9,1.8,-4.5%,13.3%,-0.2%
Cc1cc(C)c(OCC(=O)OCC(=O)N2CCN(C(=O)c3ccco3)CC2)c(C)c1,48.4%[activator],x,x,x,-1.4%,0.2%
O=S(=O)(c1ccc(F)cc1)N1CCN(c2nc(-c3cccnc3)nc3ccccc23)CC1,9.28µM*,x,x,x,10.4µM*,u
C=CCOc1ccccc1CN1CCCCCC1,4.3%,-2.1,11.2,17.8µM*,u,1.6%
COc1cc2c(cc1OC)C(NNC(=O)c1ccc(Br)o1)=NC(C)(C)C2,u,-7.0,-4.6,x,u,-26.2%
CCCCOc1ccc(-c2nnn(CC(=O)NCc3ccco3)n2)cc1,48.1%[activator],30.8*,68.9*,12.3%,0.0%,-15.7%
Cc1cc(-c2csc(N)n2)c(C)n1CCC(C)C,x,-3.7,-9.5,-23.7%,u,-2.4%
CC(C)NC(=O)c1cccc(Cn2cc(Cl)cn2)c1,3.2%,-5.0,-9.9,6.5%,u,-3.2%
O=C(CN(C(=O)c1ccccc1)N1C(=O)CCC1=O)c1cccs1,-12.0%,-3.5,-3.9,3.4%,u,x
c1ccc(-c2cc3n(c2)CCc2ccccc2-3)cc1,u,14.9*,49.2*,-6.5%,-8.6%,-13.7%
CC(C)CNc1oc(-c2ccc(F)cc2)nc1C#N,-11.0%,16.3*,39.7*,0.3%,4.9%,u
O=C(NCc1cccnc1)c1ccc(Cl)c(Cl)c1,8.5%,-2.5,-3.0,1.8%,6.3%,6.1%
COc1ccc(-c2cc(C(=O)N3CCCCCC3)c3cc(C)ccc3n2)cc1,u,2.2,-4.6,x,13.1µM*,u
O=C(Nc1ccc(N2CCOCC2)c(F)c1)c1cccs1,71.4%[activator],43.6*,52.8*,-8.8%,130.3%[activator],-5.7%
CCn1c(C(C)NC(=O)c2cccs2)nc2ccccc21 (configuration not stated),-12.0%,-1.9,1.8,-3.9%,-10.3%,-3.9%
Cc1ccsc1CN(C)C(=O)CCc1nnc(COc2ccccc2)o1,13.2%,34.9*,55.8*,-0.7%,16.9%,1.0%
CCOC(=O)C1CCCN(C2CC(=O)N(c3ccc(C)cc3)C2=O)C1 (configuration not stated),x,-2.1,-16.1,2.5%,5.6%,11.0%
CC(C)(C)C(=O)Nc1c2c(nn1-c1ccc(F)cc1)CSC2,20.7%,10.1,21.6,-2.3%,27.9%,-12.9%
COc1ccc([N+](=O)[O-])cc1N(CC(=O)N1CCCC1)S(C)(=O)=O,13.5%,-2.4,-3.7,9.3%,u,7.2%
CN(C)CCNc1nc2c(c(=O)[nH]c(=O)n2C)n1CCCc1ccccc1,x,-0.8,-1.7,0.7%,u,2.7%
O=C(Cc1cccc(C(F)(F)F)c1)NCC(c1ccco1)N1CCCCC1 (configuration not stated),u,-1.1,6.6,-0.6%,u,-7.5%
CC1(C)Cc2c(c(N3CCCC3)nc3sc(C(=O)Nc4ccccc4)c(N)c23)CO1,14.7µM*,40.6*,79.7*,x,13.1µM*,-15.7%
Cc1cc(=O)n2[nH]c(CCC(=O)O)nc2n1,-0.5%,-2.1,-2.6,-17.4%,44.0%[activator],16.4%
O=C(/C=C/c1ccc([N+](=O)[O-])cc1)Nc1cccc(C(=O)Nc2ccccc2C(=O)O)c1,-28.3%,4.3,6.4,2.2%,59.4%[activator],-9.6%
COc1ccc(C(=O)Nc2ccc(C(=O)N3CCOCC3)cc2)cc1OC,27.6%,0.6,18.8,1.2%,13.9%,17.3%
CCN1CCN(CC(=O)Nc2c(C(=O)OC)[nH]c3cccc(Cl)c23)CC1,u,-2.5,-3.4,-2.5%,x,x
NC(=O)c1ccccc1NC(=O)CSC1=NCCS1,0.4%,10.6*,14.4,-9.8%,u,5.4%
COc1ccc(-n2c(O)c(/C=N/NS(=O)(=O)c3ccc(C)cc3)c3ccccc3c2=O)cc1OC,u,-4.2,-10.5,-10.2%,u,17.1%
Cc1cc(OC(=O)N(C)C)nc(-c2ccc(C)c(Cl)c2)n1,u,14.9,38.7*,4.6%,u,-21.7%
CC(C)CCNC(=O)c1nn(Cc2ccccc2)c(=O)c2ccccc12,u,-1.3,-6.5,3.8%,u,3.8%

# Arranged by length of the SMILES (falling): part of the list above
SMILES,Pf growth 48h,Cycloheximide cs,Shiga inhibitor,FBPA Giardia inh,Pf growth 96h,HCV inh
O=C(/C=C/c1ccc([N+](=O)[O-])cc1)Nc1cccc(C(=O)Nc2ccccc2C(=O)O)c1,-28.3%,4.3,6.4,2.2%,59.4%[activator],-9.6%
COc1ccc(-n2c(O)c(/C=N/NS(=O)(=O)c3ccc(C)cc3)c3ccccc3c2=O)cc1OC,u,-4.2,-10.5,-10.2%,u,17.1%
CCN1CCN(CC(=O)Nc2c(C(=O)OC)[nH]c3cccc(Cl)c23)CC1,u,-2.5,-3.4,-2.5%,x,x
CC(C)CCNC(=O)c1nn(Cc2ccccc2)c(=O)c2ccccc12,u,-1.3,-6.5,3.8%,u,3.8%
Cc1cc(=O)n2[nH]c(CCC(=O)O)nc2n1,-0.5%,-2.1,-2.6,-17.4%,44.0%[activator],16.4%
NC(=O)c1ccccc1NC(=O)CSC1=NCCS1,0.4%,10.6*,14.4,-9.8%,u,5.4%

# The listing continues:
SMILES,Pf growth 48h,Cycloheximide cs,Shiga inhibitor,FBPA Giardia inh,Pf growth 96h,HCV inh
O=C(CNc1ccc(F)cc1Cl)Nc1cccc(S(=O)(=O)N2CCCCC2)c1,u,x,x,x,u,u
O=C(CSc1nnc(NC(=O)C2CCC2)s1)Nc1ccccc1Br,-7.4%,-2.1,-9.2,10.5%,1.6%,12.1%
CN(C)S(=O)(=O)n1cc(/C=C(\NC(=O)c2ccccc2F)C(=O)NCCCn2ccnc2)c2ccccc21,10.4µM*,1.9,0.7,9.5%,-6.6%,-24.7%
O=C1CCCCCN1CP(=O)(O)CCc1ccccc1,-22.7%,6.1,-0.4,-2.0%,-23.5%,3.4%
O=c1c2ccccc2n2c(-c3cccc(Cl)c3)nnc2n1Cc1ccccc1,-19.6%,5.9,-3.7,-0.1%,u,0.3%
COc1cc(C(=O)NCc2cc3cc(Cl)ccc3n2C)cc(OC)c1OC,u,9.3,-6.4,-3.5%,-1.9%,u
COC(=O)C1=C(C)N(C)C(=O)NC1c1cccc2ccccc12 (configuration not stated),-11.1%,0.7,8.3,-10.0%,u,-6.7%
O=C1Cn2c(nc3ccccc32)N1c1cccc(C(F)(F)F)c1,x,-2.3,-6.8,-5.5%,-18.5%,1.3%
O=S(=O)(NCC1COc2ccccc2O1)c1ccc2ccccc2c1 (configuration not stated),-15.9%,0.3,-14.1,-2.8%,12.0%,2.4%
Cc1cc(C)c(NC(=O)Cn2c(=O)n(-c3ccc(CC(=O)NCC4CCCO4)cc3)c(=O)c3ccccc32)c(C)c1 (configuration not stated),4.6%,-5.2,-5.6,2.8%,38.7%[activator],-8.0%
O=C(CCCOc1ccc(Cl)cc1Cl)Nc1ccccc1C(=O)O,52.6%[activator],42.5*,84.0*,-0.1%,53.8%[activator],8.4%
NS(=O)(=O)c1ccc(NC(=O)CSc2ncccn2)cc1,21.8%,-2.0,-13.2,4.2%,-14.2%,1.4%
COc1ccc(NC(=O)CC2C(=O)N(c3cccc(OC)c3)C(=O)N2C(C)C)cc1 (configuration not stated),-17.3%,2.9,23.2,-2.4%,17.9%,-1.1%
O=C(NCCCn1ccnc1)c1cc(Br)c(Br)s1,-13.0%,-0.7,-8.3,1.6%,11.1%,-20.1%
CCOc1ccccc1NC(=O)CCCNC(=O)Cn1cnc2sc(C)c(C)c2c1=O,9.9%,-3.6,-3.8,-22.0%,4.2%,u
CCC12OC(=N)C(C#N)(C1C)C(C#N)(C#N)C(c1ccccc1)O2 (configuration not stated),5.1%,8.5,-14.4,-12.0%,40.9%[activator],8.0%
COCCN1Cc2cccc(C(=O)NCC3CCN(CC(C)C)C3)c2C1=O (configuration not stated),u,-3.4,-3.5,-6.3%,10.9%,3.2%
COc1cc(C(=O)NCc2nnc(SCC(=O)Nc3c(C)cc(C)cc3C)o2)cc(OC)c1OC,3.0%,-0.7,-8.5,x,-5.2%,u
CCn1cnc2c1c(=O)n(CC(=O)NCc1ccccc1)c(=O)n2Cc1ccccc1,u,7.9,12.6,0.1%,u,u
CCN(CC)C(=O)C1CCN(Cc2ccc(OCc3ccccc3)c(OC)c2)CC1,u,14.5,13.5,-19.3%,-22.4%,-16.4%
COc1ccc(-n2c(O)c(/C=C3\C=Nc4ccccc43)c(=O)[nH]c2=O)cc1,24.2%,-2.6,1.7,-6.9%,u,20.8%
CCOc1cc(/C=C2\C(=N)N3N=C(C)SC3=NC2=O)ccc1OCCOc1cccc(OC)c1,u,-0.9,x,-10.5%,u,-23.2%
COc1cccc(OC)c1C(=O)N1CCN(S(=O)(=O)c2ccc(C)cc2)CC1,u,2.9,-14.3,7.6%,u,8.8%
COCCn1c(SCC(=O)N2CCCCCC2)nnc1-c1ccco1,27.3%,-5.9,2.3,-7.4%,21.9%,16.5%
Cc1cc(NC(=O)CN2CCN(c3ccccc3O)CC2)no1,-20.2%,-2.0,1.5,-6.0%,-12.1%,19.0%
Cc1cccc(OCC(=O)NNc2c3ccccc3nc3ccccc23)c1,u,0.8,14.9,0.3%,3.7µM*,1µM*
CCc1nnc(NC(=O)C2=NN(C3CCS(=O)(=O)C3)C(=O)CC2)s1 (configuration not stated),-13.5%[5.75 µM],0.7,-16.0,0.9%,-1.6%,3.4%
CC1(C)Cc2c(cnn2-c2cccc(F)c2)C(NC(=O)c2csnn2)C1 (configuration not stated),38.7%[activator],-0.8,-5.8,0.8%,6.57µM*,-19.6%
Cc1ccnc2nc(C(=O)Nc3nnc(-c4ccc(Cl)cc4)o3)nn12,0.7%,-2.6,18.9,u,u,-8.9%
CCN(C(=O)COC(=O)c1cc(-c2ccccc2)nc2c1c(C)nn2-c1ccc(C)cc1)C1CCS(=O)(=O)C1 (configuration not stated),10.3%,-1.4,-3.7,6.8%,42.1%[activator],u
OCc1cn(-c2ccccc2)nn1,i,5.5,-8.6,0.9%,12.7%,1.9%
CCN(CC(=O)NC1CCS(=O)(=O)C1)Cc1nc2c(Br)cc(Br)cc2c(=O)[nH]1 (configuration not stated),-21.8%,-1.7,12.0,4.7%,24.3%,-0.3%
